Bioassay records: PubChem, Sanford-Burnham Center for Chemical Genomics
ATG4B inh: inhibitors of human ATG4B cysteine protease; ATG4B cleavage of LC3-PLA2, NBD-HPC fluorescence, 1 h; Q9Y4P1; inhibition, % at 8.33 µM; 0.51% of 340,000 active; in the data active = inhibition above about 40%
Target sequence (Q9Y4P1 whole entry, looked up): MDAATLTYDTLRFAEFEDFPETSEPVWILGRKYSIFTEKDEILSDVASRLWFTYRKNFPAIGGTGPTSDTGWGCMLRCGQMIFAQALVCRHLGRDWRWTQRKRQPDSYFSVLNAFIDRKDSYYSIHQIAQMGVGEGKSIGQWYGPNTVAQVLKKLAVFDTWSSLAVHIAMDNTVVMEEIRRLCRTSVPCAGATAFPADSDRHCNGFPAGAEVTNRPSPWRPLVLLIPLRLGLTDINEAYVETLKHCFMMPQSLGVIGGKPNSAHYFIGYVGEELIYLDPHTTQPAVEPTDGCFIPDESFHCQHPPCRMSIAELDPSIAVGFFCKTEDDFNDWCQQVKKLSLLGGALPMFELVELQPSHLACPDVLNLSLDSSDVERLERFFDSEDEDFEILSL
APOBEC3A inh: human APOBEC3A DNA deaminase inhibition. inhibition, % at 20 µM. recombinant A3A, FAM/TAMRA ssDNA deamination fluorescence. 0.41% of 330,000 active;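 active = at least 40% inhibition at 20 µM here, with at most 30% in a related deaminase screen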;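 note: plate controls were A3A with DMSO for no effect and wells lacking A3A enzyme for full effect; some results filed as inactive read as strong as hits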
Target sequence (P31941 whole entry, looked up): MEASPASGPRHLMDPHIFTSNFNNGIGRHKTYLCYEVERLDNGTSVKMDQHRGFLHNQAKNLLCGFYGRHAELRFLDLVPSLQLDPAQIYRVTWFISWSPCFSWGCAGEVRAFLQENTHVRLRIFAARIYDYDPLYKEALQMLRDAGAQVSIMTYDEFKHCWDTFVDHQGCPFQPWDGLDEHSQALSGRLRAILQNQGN
mIAP block: mouse IAP inhibition; purified mouse IAP, CDP-Star luminescence, 30 min; inhibition, % at 10 µM; 0.2% of 330,000 active; AID 2806;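 active = inhibition of at least 40% at 10 µM in the primary screen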;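 note: plate controls were DMSO with enzyme for no effect and no enzyme wells for full effect; values of inactives mirror those of a sister screen read the other way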
hIAP activ: human IAP activation; activation factor at 10 µM; P09923; purified human IAP, CDP-Star luminescence, 30 min; active compounds read high; 1 = vehicle-only enzyme, 0 = enzyme-free background; 0.16% of 330,000 active; AID 2524;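 active = activation factor of the enzyme at least 2-fold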; note: the source names both 10 and 20 µM as test concentration; values of inactives mirror those of a sister screen read the other way
HKDC1 inhibitor: blocks human hexokinase HKDC1 activity. Q2TB90. recombinant HKDC1, G6PDH/diaphorase resazurin coupled fluorescence. inhibition, % at 20 µM. 0.16% of 340,000 active;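 active = inhibition above about 35% when tested at 20 µM, limit read from the data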;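 note: plate controls were DMSO wells with enzyme for no effect and DMSO wells lacking enzyme for full effect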
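Assay system – recombinant HKDC1 (HK5) hexokinase enzyme, produced in-house · Input – HKDC1 at 5 µg/mL · Reagent – glucose plus 1 mM ATP as hexokinase substrates · Timing – 90 min reaction incubation at room temperature, dark · Measured by – G6PDH/diaphorase-coupled fluorescence, 1 mM NADP, 100 µM resazurin, 525/613 nm · Benchmarks – DMSO-enzyme wells negative, buffer-substituted wells positive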
mIAP activ: increases mouse intestinal alkaline phosphatase activity; muIAP, CDP-Star luminescence, 30 min; active compounds read high; 1 = vehicle-only enzyme signal, 0 = enzyme-free wells; activation factor at 10 µM; 0.24% of 330,000 active; AID 2805;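 active = activation factor of at least 2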; note: the source names both 10 and 20 µM as test concentration; values of inactives mirror those of a sister screen read the other way
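also added = chemiluminescent substrate CDP-Star | test system = mouse IAP enzyme | signal = chemiluminescence readout | compound = DMSO-dissolved test compounds | incubation = 30 min at room temperature | benchmarks = DMSO wells, no-enzyme wells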
PfGluPho inh: PfG6PD (Plasmodium falciparum) enzyme inhibition. 0.78% of 350,000 active. inhibition, % at 20 µM. PfGluPho enzyme, NADPH resazurin-diaphorase fluorescence;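 active = inhibition reaching at least a set limit at 20 µM in the primary screen, cut at about 59% in these data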;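 note: 0% = DMSO wells with substrate and 100% = DMSO wells lacking glucose-6-phosphate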
hIAP inh: blocks human intestinal alkaline phosphatase; purified IAP, CDP-Star luminescence, 30 min; P09923; 0.12% of 330,000 active; AID 2544; inhibition, % at 10 µM;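 active = inhibition reaching a set limit with compound at 10 µM in the primary screen, cut at about 35% in these data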;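 note: plate controls were DMSO wells with enzyme for no effect and no-enzyme buffer wells for full effect; values of inactives mirror those of a sister screen read the other way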
Numbers without * were called inactive.

ATG4B inh,APOBEC3A inh,mIAP block,hIAP activ,HKDC1 inhibitor,mIAP activ,PfGluPho inh,hIAP inh,Compound
7,0,-1,0.95,-9,1,-5,5,CCCC(=O)NC(NC1CCS(=O)(=O)C1)C(Cl)(Cl)Cl (stereo not given)
-3,-2,-7,1.2,-5,1.1,-4,-15,Cc1cc(=O)oc(C)c1C(=O)Nc1ccccc1F
-16,-9,30,1.5,-14,0.7,-2,-47,COc1ccc(N/N=C/c2c(C(=O)O)ccc3ccccc23)cc1
-2,3,0,1.4,-6,1,7,-39,CCCCCN(C(=O)CCC(=O)OCC(=O)NCc1ccc(OC)cc1)c1c(N)n(CCCC)c(=O)[nH]c1=O
-6,-5,0,1.1,3,1,3,-13,Cc1ccn(CC(=O)N2CCCC(N3CCN(c4cccc(Cl)c4)CC3)C2)n1 (stereo not given)
-4,-1,11,1.3,2,0.89,-3,-34,CC(C)(C)OC(=O)[C@H](Cc1ccccc1)NC(=O)c1nc[nH]c1C(=O)N[C@@H](CCCCN)C(=O)OC(C)(C)C
-4,0,0,1,3,1,4,-2,O=C(Oc1cc(Cl)cc(Cl)c1)c1cnc2n(c1=O)CCS2
2,1,5,1.1,-5,0.95,21,-7,Cc1cc(NC(=O)CSc2nncn2N)no1
-5,3,16,0.84,-5,0.84,-41,16,COc1ccc(/C=N\Nc2ccccc2[N+](=O)[O-])c(C(=O)O)c1OC
-3,3,11,1,-2,0.89,-3,-3,Cn1nc(-c2ccc(OCC(=O)Nc3cccnc3)cc2)c2ccccc2c1=O
8,-3,4,0.83,4,0.96,-26,17,O=C1OC(C(=O)NCc2ccccc2)Cc2ccccc21 (stereo not given)
-3,-2,-3,1,-8,1,-6,0,CCN(C(=O)COC(=O)c1ccccc1NCCO)C1CCS(=O)(=O)C1 (stereo not given)
83*,-5,1,0.94,-12,0.99,12,6,O=C(O)CC/C(=C\c1ccc(N2CCCC2)c([N+](=O)[O-])c1)c1nc2ccccc2s1
3,3,-7,0.88,0,1.1,9,12,C=CCOc1ccc(/C=C(\C#N)C(=O)Nc2ccccn2)cc1OC
0,-1,2,0.86,-2,0.98,27,14,O=[N+]([O-])c1ccc(/C=N/N2CCCCC2)cc1
-3,1,1,1,-16,0.99,7,0,COCCN(C(=O)CSc1nnc(C)n1-c1ccccc1)c1c(N)n(Cc2ccccc2)c(=O)[nH]c1=O
-2,-4,-10,1.2,-6,1.1,-13,-18,C#Cc1cccc(-n2nnc(C(C)=O)c2C)c1
-1,-3,-2,0.95,-7,1,-4,5,O=C(Nc1nncs1)C1COc2ccccc2O1 (stereo not given)
-6,1,17,0.83,-6,0.83,6,17,Cc1noc(/C=C/c2ccco2)c1S(=O)(=O)N1CCC(C(=O)Nc2ccc(Cl)cn2)CC1
0,-3,-10,1,-6,1.1,-16,-1,O=C(NCCN1C(=O)CSC1=O)c1ccccc1
-4,6,2,1,5,0.98,23,-1,CC(C)Cn1c(N)c(C(=O)COC(=O)c2cc(C(F)(F)F)nc3ccccc23)c(=O)n(C)c1=O
-7,-6,0,0.99,-8,1,-2,1,O=C(CCc1ccccc1)Nc1ccc(N2CCOCC2)cc1
-1,-2,-1,1.1,1,1,-25,-6,CC(C)c1ccc(N2C(=O)CC(Sc3ncn[nH]3)C2=O)cc1 (stereo not given)
-5,0,-58,0.94,-2,1.6,23,6,COc1ccc(NC(=O)CCOc2cc(C)ccc2C)cc1S(=O)(=O)N1CCCCC1
-4,-1,3,0.99,-4,0.97,1,1,COc1ccc(OC)c(-n2cnc3cc(C(=O)NCCCN4CCOCC4)ccc32)c1
-4,0,2,1.3,-3,0.98,12,-27,Cc1cc(/C=N/n2cnnc2)c(C)n1-c1cccc(Cl)c1
-12,-4,2,1,6,0.98,36,-4,Cn1c(=O)[nH]c(=O)c2c1nc(CN1CCN(c3cccc(Cl)c3)CC1)n2Cc1ccccc1Cl
-13,1,8,1,-6,0.93,-24,-2,CC(C)(C)OC(=O)N1CCC(c2cc(=O)n3[nH]c(-c4ccc(Cl)cc4)cc3n2)CC1
23,0,-12,1,4,1.1,-16,-2,COc1ccc(CCC(C)N2CCC(Oc3ccc(C(=O)N4CCCC4)cc3)CC2)cc1 (stereo not given)
2,1,1,1.1,5,0.99,-9,-9,COc1ccccc1CN(C(=O)CNC(=O)c1ccco1)C(C(=O)NCC1CCCO1)c1ccc(OC)c(OC)c1 (stereo not given)

Single values from the results shown:
O=C1OC(C(=O)NCc2ccccc2)Cc2ccccc21 (stereo not given) @ mIAP block: 4
O=C(CCc1ccccc1)Nc1ccc(N2CCOCC2)cc1 @ hIAP activ: 0.99
Cn1nc(-c2ccc(OCC(=O)Nc3cccnc3)cc2)c2ccccc2c1=O @ PfGluPho inh: -3
Cc1cc(=O)oc(C)c1C(=O)Nc1ccccc1F @ ATG4B inh: -3

(cont.)
ATG4B inh,APOBEC3A inh,mIAP block,hIAP activ,HKDC1 inhibitor,mIAP activ,PfGluPho inh,hIAP inh,Compound
3,-3,-8,0.98,-8,1.1,6,2,CCC1CCCCN1CCCNC(=O)CN1C(=O)c2cccnc2Oc2ccc(C)cc21 (stereo not given)
8,-1,-3,0.94,-4,1,-7,6,CCOc1ccc(CN2CCNC(=O)C2CC(=O)NCCc2ccccn2)cc1 (stereo not given)
-15,-5,14,0.9,-2,0.86,-7,10,COc1cc(/C=N/NC(=O)c2ccncc2)ccc1OCC(=O)Nc1ccc(C)c(C)c1
8,2,-7,1.1,-9,1.1,-18,-10,CN(C)CCNC(=O)NC1CCCCC1
-1,-4,-4,1.3,0,1,0,-26,Cc1ccc(OCC(O)Cn2c(N3CCCCC3)nc3c2c(=O)[nH]c(=O)n3C)cc1C (stereo not given)
14,-2,1,1.1,4,0.99,13,-9,O=C(Oc1cccc2c(O)cccc12)c1ccccc1
8,4,3,1,3,0.97,-10,0,Cc1ncc([N+](=O)[O-])n1CCOC(=O)C12CC3CC(CC(C3)C1)C2
-2,0,-1,0.96,-5,1,2,4,Cc1ccccc1CSc1nnc(-c2ccncc2)n1C
-14,0,8,1.3,-9,0.92,-15,-26,CCOC(=O)c1ccc(NC(=O)C(=O)NCc2ccccn2)cc1
10,0,3,0.87,-2,0.97,1,13,COCC1CCN(C(=O)c2cc(COc3ccc(-n4cncn4)cc3)on2)C1 (stereo not given)
5,-2,0,0.89,-8,1,16,11,Cc1nn(C)c(C)c1/C=C/C(=O)c1cccs1
5,-2,6,1.1,-3,0.94,0,-14,Cc1cc(C)c(C2C(C#N)=C(N)Oc3n[nH]c(C)c32)cc1CN1CCCC1 (stereo not given)
-2,-2,4,1,-7,0.96,0,-1,CCc1n[nH]c(=S)n1N=C1CCC(C)CC1 (stereo not given)
0,1,4,0.82,-1,0.96,-5,18,CC(=O)c1cccc(NC(=O)CSc2nc(C3CC3)nc3ccccc23)c1
-9,5,3,0.98,-7,0.97,4,2,CC1(C)Cc2nc3sc4c(=O)n(CC(=O)NCc5ccco5)cnc4c3cc2CO1
10,1,-3,1,8,1,-36,-4,COc1ccc(CCNC(=O)c2cccc(NS(=O)(=O)c3ccccc3F)c2)cc1OC
-13,-1,6,0.91,3,0.94,27,9,COc1ccc(NC(=O)c2ncn[nH]2)cc1
4,-4,-2,0.85,1,1,2,15,O=[N+]([O-])c1ccc(-n2cc(-c3ccccc3)nn2)cc1
-7,-2,2,0.95,1,0.98,2,4,Cc1cc(OCc2ccc(C(=O)NN=C3CCCC3)cc2)ccc1Cl
-7,-1,6,1,-4,0.94,6,-2,CCOC(=O)c1[nH]c2ccccc2c1NC(=O)COC
-25,2,38,1.3,0,0.62,-6,-28,NS(=O)(=O)c1cc(Cl)c(NC(=O)COC(=O)c2ccccn2)c(Cl)c1
-3,4,0,1,-3,1,-48,0,CC(C)Cn1c(=S)[nH]c2cc(C(=O)O)ccc2c1=O
-1,2,-3,1,-7,1,-5,0,Cc1ccc2[nH]c(C(=O)N3CCC(C(N)=O)CC3)cc2c1
-3,4,8,0.81,-4,0.92,-21,19,C/C(=N/Nc1ccc(Cl)cc1)c1cnnc(-c2ccccc2)n1
4,-1,12,1,-4,0.88,-13,-4,COC(=O)c1nnn(-c2nc(N3CCOCC3)nc(N3CCOCC3)n2)c1C
-7,1,-5,1,1,1,-10,0,COc1ccc(-c2c(C)n([O-])c3c([n+]2=O)CCCCC3)cc1OC
5,-6,-14,1.1,-2,1.1,-9,-6,COCCCNC(=O)N1c2ccccc2Sc2ccccc21
5,-2,5,0.96,1,0.95,-11,4,Cc1nc(NCCC(C)C)c2nnn(Cc3ccccc3)c2n1
6,-1,3,1.2,0,0.97,-9,-21,CC(C)(CNC(=O)CC1C(=O)NCCN1Cc1cccc(F)c1)N1CCOCC1 (stereo not given)
1,2,0,1,-2,1,-26,-1,CCn1ccc(C(=O)Nc2ccc(S(=O)(=O)Nc3ccccc3OC)cc2)n1

Compound profiles, as listed above.
`CC(C)(CNC(=O)CC1C(=O)NCCN1Cc1cccc(F)c1)N1CCOCC1` (stereo not given) in the list: ATG4B inh: 6; APOBEC3A inh: -1; mIAP block: 3; hIAP activ: 1.2; HKDC1 inhibitor: 0; mIAP activ: 0.97; PfGluPho inh: -9; hIAP inh: -21
`NS(=O)(=O)c1cc(Cl)c(NC(=O)COC(=O)c2ccccn2)c(Cl)c1` in the list: ATG4B inh: -25; APOBEC3A inh: 2; mIAP block: 38; hIAP activ: 1.3; HKDC1 inhibitor: 0; mIAP activ: 0.62; PfGluPho inh: -6; hIAP inh: -28

More records follow.
ATG4B inh,APOBEC3A inh,mIAP block,hIAP activ,HKDC1 inhibitor,mIAP activ,PfGluPho inh,hIAP inh,Compound
0,2,7,1.3,-5,0.93,2,-35,O=c1cc(CN2CCc3ccccc3C2)nc2sccn12
-3,3,4,0.81,0,0.96,6,19,CCN(Cc1ccncc1)Cc1nc(Cc2ccccc2Cl)no1
-5,0,0,0.85,-11,0.99,23,15,Cc1ccc(NC(=O)NC(=O)COc2ccc(Cl)cc2Cl)c(C)c1
-24,0,-8,0.9,-2,1.1,15,10,O=C(Cn1cnc2c(nnn2Cc2ccc(Cl)cc2)c1=O)N1CCN(c2ccccc2)CC1
-3,0,14,1.1,1,0.86,17,-11,O=C(CSc1nc(-c2ccco2)cc(C(F)(F)F)n1)N1CCN(c2ccc(Cl)cc2)CC1
-2,1,4,0.85,-10,0.96,-16,15,Cc1cc2cccc(C)c2nc1SCC(=O)NCC1CCCO1 (stereo not given)
